Growth percent in the NCI-60 one-dose screen (48 h, 10 µM unless noted): 100 = growth as untreated, 0 = no growth, -100 = all killed.
T-47D = T-47D breast cancer; 5% of 79,000 active; AID 1794792
BT-549 = BT-549 breast cancer | 4.4% of 78,000 active
HS 578T = HS 578T breast cancer. 4.1% of 78,000 active. AID 1794788
LOX IMVI = LOX IMVI melanoma. 7.4% of 79,000 active
MDA-MB-435 = MDA-MB-435 melanoma; 7.8% of 82,000 active; AID 1794794
SK-MEL-5 = SK-MEL-5 melanoma; 6.4% of 80,000 active; AID 1794755
SK-MEL-28 = SK-MEL-28 melanoma; 4.1% of 81,000 active; AID 1794761
SK-MEL-2 = SK-MEL-2 melanoma; 4.7% of 77,000 active
Numbers without * were called inactive; nt = not tested or not shown; & = joins results of further samples. Rule for the calls: active = growth percent below 10; inactive = the rest.

Sample of the layout:
SMILES	T-47D	BT-549	HS 578T	LOX IMVI	MDA-MB-435	SK-MEL-5	SK-MEL-28	SK-MEL-2
COc1ccc(-n2c(SCC(=O)NNC(=S)NC(=O)c3ccc(Br)cc3)nc3ccc(Cl)cc3c2=O)cc1	89.7	108.8	112.1	63.7	96.3	95.8	99.1	111.7
COc1ccc(-c2nn(-c3ccc(C(=O)O)cc3)cc2CNc2ccccc2)c(F)c1	85.7	104.6	82.2	99.4	100.3	103.8	108.2	116.3
N#CC1=C(N)Oc2c(c(=O)[nH]c3ccccc23)C12C(=O)c1ccccc1C2=O	93.9	85.3	82.4	95.9	96.9	92.1	111.8	104.9
CC(=O)O[C@H]1C[C@@]2(C)[C@@H](C[C@@H](O)[C@H]3[C@@]4(C)CC[C@@H](OC(C)=O)[C@@H](C)[C@@H]4CC[C@@]32C)/C1=C(\CCC=C(C)C)C(=O)O	99.4	109.5	84.2	82.6	94.3	90.2	101.3	102.1
NC(=O)c1ccccc1[N+](=O)[O-]	98.9	nt	89.3	102.6	103.1	101.3	101.6	93.3

All compounds of this part (from the top)
SMILES	T-47D	BT-549	HS 578T	LOX IMVI	MDA-MB-435	SK-MEL-5	SK-MEL-28	SK-MEL-2
COc1ccc(-n2c(SCC(=O)NNC(=S)NC(=O)c3ccc(Br)cc3)nc3ccc(Cl)cc3c2=O)cc1	89.7	108.8	112.1	63.7	96.3	95.8	99.1	111.7
COc1ccc(-c2nn(-c3ccc(C(=O)O)cc3)cc2CNc2ccccc2)c(F)c1	85.7	104.6	82.2	99.4	100.3	103.8	108.2	116.3
N#CC1=C(N)Oc2c(c(=O)[nH]c3ccccc23)C12C(=O)c1ccccc1C2=O	93.9	85.3	82.4	95.9	96.9	92.1	111.8	104.9
CC(=O)O[C@H]1C[C@@]2(C)[C@@H](C[C@@H](O)[C@H]3[C@@]4(C)CC[C@@H](OC(C)=O)[C@@H](C)[C@@H]4CC[C@@]32C)/C1=C(\CCC=C(C)C)C(=O)O	99.4	109.5	84.2	82.6	94.3	90.2	101.3	102.1
NC(=O)c1ccccc1[N+](=O)[O-]	98.9	nt	89.3	102.6	103.1	101.3	101.6	93.3
Cn1c(=O)c2ccccc2n(C)c1=O	112.1&92.9	96.6&102.6	112.7	98.9	104.8&100.7	102.5&101.1	102.5&106.6	113.1
O=C(CSc1nccc(Nc2ccc(S(=O)(=O)Nc3ccccn3)cc2)n1)c1ccc(Cl)cc1	50.6	nt	89.1	87.6	117.6	70.8	118.3	97.8
O=S(=O)(NCCCNc1nccc(-c2c(-c3cccc(F)c3)nc3sccn23)n1)c1ccc(Br)cc1	13.7	64.0	71.7	40.2	31.6	21.2	67.0	61.4
FC(F)(F)C(c1ccc(Cl)cc1)c1ccc(Cl)cc1	99.8	112.7	102.8	99.1	107.3	102.7	105.9	99.6
CN(C)c1ccc(C(O)c2cc3ccccc3s2)cc1 (centres undefined)	77.6	103.0	99.0	93.9	48.8	15.7	98.0	93.2
COc1ccc(-c2nnc(COc3ccc(NC(=O)c4cccc(C(F)(F)F)c4)cc3F)o2)cc1	73.7	81.9	73.1	83.0	82.7	87.2	91.8	112.4
CS(=O)(=O)c1ccc(-c2nc3ccccn3c2/C=N/NC(=S)Nc2ccc(Cl)cc2)cc1	89.9	110.5	95.6	53.9	99.9	99.3	100.2	102.8
OC1CCCN(Cc2ccccc2)C1 (centres undefined)	94.9	112.2	118.3	96.5	106.6	101.7	107.8	114.6
O=c1cc(CO)[nH]c(=O)[nH]1	107.2	108.8	90.0	103.8	100.9	96.0	100.1	105.6
CCOC(=O)c1c(C)nc2[nH]n(-c3ccccc3)c(=O)c2c1-c1ccc(OC)cc1	95.6	100.5	111.3	nt	101.5	102.1	110.2	106.5
CCN(CC)CCN1C(=O)c2c(c(C)c3c(oc4ccc(O)cc43)c2C)C1=O	0.1*	105.3	72.9	-94.1*	76.9	77.2	72.2	89.0
CN(C)c1ccc(N(C)C)c(C(O)(c2ccccc2)c2ccccc2)c1	96.9	92.1	97.9	86.4	100.4	98.1	105.9	92.0
CC(=O)OCC1OC(n2c(Br)nc3c(=O)[nH]c(N)nc32)C(OC(C)=O)C1OC(C)=O (centres undefined)	96.4	105.5	109.9	94.5	114.1	108.4	109.6	106.8
CC(=O)c1cc(C(=O)c2ccc3c(c2)Sc2ccccc2N3)n2ccccc12	43.0	45.8	24.9	20.8	-9.8*	nt	nt	20.3
F[Si]1(c2cccc(Br)c2)c2ccccc2-c2ccccc21	93.2	114.9	84.2	76.5	83.0	101.9	107.8	85.6
CCOC(=O)Nc1ccc2c(c1)/C(=N/O)c1ccccc1-2	68.8	nt	71.0	77.8	51.3	98.9	95.7	nt
BrCc1c(CBr)c(CBr)c(CBr)c(CBr)c1CBr	100.3	nt	110.4	99.1	109.1	110.1	113.7	114.7
SCCNCc1ccccn1	96.1	93.6	104.6	nt	103.4	106.9	109.0	91.1
CNc1ccccc1C(=O)N/N=C/C=C/c1ccccc1	29.5	47.3	16.5	14.7	-43.1*	18.2	39.3	3.7*
COc1cc2oc(-c3cccc(NC(=O)[C@H](C)N)c3)cc(=O)c2c(OC)c1OC	98.1	111.8	109.1	106.0	101.6	93.9	111.5	119.8

(next part)
SMILES	T-47D	BT-549	HS 578T	LOX IMVI	MDA-MB-435	SK-MEL-5	SK-MEL-28	SK-MEL-2
CN1C(=O)c2ccc(NC(=O)COc3cccc4ccccc34)cc2C1=O	140.8	128.5	108.9	96.6	95.5	108.3	109.1	106.3
Cc1ccc(-c2nn3c(-c4ccccc4)nnc3o2)cc1	107.2	128.0	111.6	99.3	97.8	91.1	102.3	114.5
CC(C)(C)c1ccc(OCCOC(=O)CBr)cc1	94.2	nt	107.8	97.8	112.5	97.0	106.5	nt
Cc1nc(NCc2ccco2)c2c3c(sc2n1)CCC3	89.4	103.7	nt	102.9	95.7	100.5	nt	113.1
CCN(CC)Cc1ccc(Nc2ccnc3cc(Cl)ccc23)cc1O	114.5	75.4	99.6	58.3	83.8	97.0	104.1	115.7
O=C(O)CCCCn1c(-c2ccc(Cl)cc2)nc(-c2ccccc2)c1-c1ccccc1	48.7	94.3	83.1	45.0	88.0	77.2	97.1	74.5
Cc1n[nH]c(=O)n(/N=C/c2cccs2)c1=O	91.9	124.8	105.9	101.5	107.3	101.6	103.7	116.5
Clc1cccc(-c2cc(-c3ccccc3)[nH]n2)c1	76.8	76.6	91.9	79.2	86.5	90.4	103.6	96.8
CNS(=O)(=O)c1cccc(-c2ccc3c4c(n(C)c(=O)c3c2)-c2ccccc2C4=O)c1	47.0	76.6	94.5	35.1	74.5	48.3	93.0	113.3
O=C(CN(C1CCCCC1)C1CCCCC1)Nc1ccc(S(=O)(=O)c2ccc(NC(=O)CN(C3CCCCC3)C3CCCCC3)cc2)cc1	-38.1*	-85.3*	33.9	-81.0*	-39.5*	-76.5*	12.2	-35.4*
COc1ccc(-c2nn(-c3cccc(NC(=O)c4ccc(N5CCOCC5)c(C(F)(F)F)c4)c3)cc2-c2ccncc2)cc1Cl	68.1	67.9	41.1	74.2	30.0	68.2	72.3	nt
O=C1c2ccc(S(=O)(=O)O)cc2C(=O)c2ccc(S(=O)(=O)O)cc21	117.6	129.4	98.1	109.6	98.7	110.1	108.6	120.8
Cc1cccc(-c2cc(O)c(C(=O)N3CCOCC3)s2)c1	18.9	51.2	53.8	33.2	-50.0*	26.0	56.9	28.5
CC(=O)Nc1ccc(S(C)(=O)=O)cc1	111.3	nt	113.5	109.1	108.9	nt	111.3	107.7
COC(=O)C1CCC(NNC(=O)c2ccncc2)=N1 (centres undefined)	92.9	121.4	132.8	105.5	106.4	105.8	100.6	99.4
O=C(O)CC1(C(=O)O)CCCC1	106.6	97.9	117.3	96.9	97.9	114.0	105.5	102.0
COC(=O)c1ccc(-c2ccccc2)cc1	101.8	110.8	99.1	105.5	101.0	93.8	105.2	98.7
COC(=O)c1ccc(-c2c(-c3ccccc3)c(-c3ccccc3)c3c(N)c(C(=O)OC)oc3c2F)cc1	59.8	114.6	86.3	85.6	105.9	101.5	87.4	106.0
CCOC(=O)Nc1cccc(C(F)(F)F)c1	107.8	nt	116.4	99.7	107.9	108.0	108.2	nt
CCOC(=O)c1c2c(n3ccc(NC(=O)CCN(CC)CC)cc13)C(=O)c1ncccc1C2=O	55.9	75.9	60.8	10.3	32.7	45.1	88.8	29.3
Oc1ccc(-c2nnc(Cn3cnnc3)o2)cc1	90.0	99.1	89.4	92.7	100.5	108.8	100.9	nt
CCOC(=O)n1cc(C2=C(c3ccc(OC)c(OC)c3)COC2=O)c2ccccc21	48.8	0.4*	36.2	39.1	-18.4*	-38.9*	63.8	62.1
Cc1nc2ccccc2c(/C=C/c2ccc(Cl)cc2)c1C(=O)/C=C/c1ccc(Cl)cc1	-15.3*	nt	-4.8*	-93.8*	-51.4*	-71.7*	-66.6*	-13.6*
CN1C(=O)N(C)C2C1NC(=O)N2CC1(CC(=O)O)CCCCC1 (centres undefined)	98.3	106.1	99.4	94.9	105.4	99.8	110.2	109.5
CCS(=O)(=O)Oc1ccc(C(=O)CC2(O)C(=O)Nc3ccccc32)cc1 (centres undefined)	80.9	nt	99.2	93.7	111.3	100.4	114.6	121.6

The listing continues.
SMILES	T-47D	BT-549	HS 578T	LOX IMVI	MDA-MB-435	SK-MEL-5	SK-MEL-28	SK-MEL-2
C[N+](C)(C)CCOC(=O)c1ccc(OCc2ccccc2)cc1	112.3	117.8	105.9	97.3	nt	100.1	105.4	115.1
Cc1ccc(S(=O)(=O)N(CC[C@@H]2C[C@H]2c2cc3ccccc3o2)S(=O)(=O)c2ccc(C)cc2)cc1	78.3	98.0	98.6	95.1	103.7	96.1	93.5	102.0
O=c1[nH]c2c3ccncc3cc(-c3cccc(Cl)c3)c2c2cnccc12	60.5	22.0	5.5*	19.9	64.9	46.3	25.0	64.1
O=[N+]([O-])c1ccc(N=Nc2ccc(O)c3ccccc23)cc1	9.8*	nt	1.2*	18.4	52.7	28.7	69.0	43.2
Cc1ccc(S(=O)(=O)Oc2cc(OS(=O)(=O)c3ccc(C)cc3)cc(OS(=O)(=O)c3ccc(C)cc3)c2)cc1	97.8	117.7	95.8	98.1	96.2	94.4	112.4	91.5
CC1=Nc2c(C#N)c(-c3cc(=N)oc4ccc(Br)cc34)nn2C1=O	98.8	109.0	115.7	102.3	105.5	101.5	116.0	115.6
C=CCOC(=O)c1ccccc1O	112.8	103.0	90.8	97.2	93.7	102.7	110.2	91.4
Cc1cc(N2CCC(C)CC2)nc(N2CCN(CC(=O)Nc3ccc4c(ccn4C)c3)CC2)n1	69.3	95.5	86.3	92.7	99.6	95.6	98.1	111.6
COc1ccc(-c2cc(/C=C/C(=O)c3ccc(N)cc3)[nH]n2)cc1OC	50.3	55.4	1.2*	-45.5*	46.8	63.4	41.9	80.8
Cc1ccc(C(=O)c2ccc3nc(-c4ccc(O)cc4)n(C)c3c2)cc1	91.0	118.0	103.3	95.7	102.9	99.9	106.1	106.8
CC(C)CC1NC(=O)C(CC(C)C)N(CO)C1=O (centres undefined)	96.5	100.5	106.4	105.5	110.7	104.1	120.9	93.9
COc1ccc2[nH]cc(-c3nnc(N)nc3-c3c[nH]c4ccc(OC)cc34)c2c1	97.2	102.0	104.3	104.1	108.9	98.7	110.6	109.3
O=Cc1cccnc1	103.7	nt	118.4	108.2	116.5	113.4	123.6	nt
O=[N+]([O-])c1cc(S(=O)(=O)Oc2ccccc2)ccc1Cl	nt	30.2	-7.1*	-80.1*	19.1	6.4*	-18.0*	87.5
COc1ccccc1NC(=O)C(Cl)Cl	100.5	nt	108.7	97.4	103.8	102.4	101.1	nt
CS(=O)(=O)Nc1cc(-c2cc3ncc(C#N)c(Nc4ccc(Oc5ccccc5)c(Cl)c4)c3s2)cnc1Cl	15.8	51.0	nt	25.9	67.4	52.5	62.3	nt
Cn1c(=O)[nH]c(=O)c2nc(/C=C/c3cn(-c4ccccc4)nc3-c3ccccc3)c(=O)[nH]c21	102.3	104.4	96.7	99.9	100.5	90.3	101.4	100.0
Cc1ccc(-c2c(-c3nc4ccccc4s3)c(N)nc3c(N=Nc4ccccc4)c(N)nn23)cc1	77.4	95.6	89.9	86.3	93.1	101.0	92.8	98.7
c1ccc2c(-c3cn4ccnc4c(-c4ccc5ncn(C6CCCCC6)c5c4)n3)cccc2c1	58.7	104.8	96.4	92.6	103.0	95.9	106.5	97.7
COc1c(O[C@@H]2OC(CO)[C@@H](O)[C@H](O)C2O)cc2oc3cc(O)c(CC=C(C)C)c(O)c3c(=O)c2c1CC=C(C)C (some centres undefined)	98.8	102.9	97.3	99.9	105.9	103.3	112.9	92.5
Cc1ccc(/C=C/C(=O)c2ccc(-n3cc(CN4CCN(c5cc6c(cc5F)c(=O)c(C(=O)O)cn6C5CC5)CC4)nn3)cc2)cc1	86.7	73.7	80.5	56.9	77.4	86.2	100.4	95.5
Oc1ccccc1N=Nc1ccc[nH]1	70.7	78.5	77.3	66.7	87.9	77.3	92.4	90.7
COc1ccc(C(C)=O)cc1S(=O)(=O)NNC(=O)c1ccncc1	92.7	nt	94.7	102.7	99.4	101.2	103.3	107.0
CC(O)CC(=O)c1ccc(O)cc1 (centres undefined)	107.8	83.5	99.3	94.6	97.2	100.9	106.0	93.2
O=c1c2ccccc2nc2n1CCc1c-2[nH]c2c(Cl)c(Cl)ccc12	95.1	102.3	88.8	95.0	110.0	100.9	100.7	113.6
CNC(=O)c1cc(Oc2ccc3c(c2)sc2nc(-c4ccc(Br)cc4)c(CN4CCN(C)CC4)n23)ccn1	82.2	107.8	106.2	94.3	106.0	106.3	110.6	105.3

Quoted from the listing.
`O=c1[nH]c2c3ccncc3cc(-c3cccc(Cl)c3)c2c2cnccc12` @ T-47D = 60.5
`O=[N+]([O-])c1cc(S(=O)(=O)Oc2ccccc2)ccc1Cl` @ LOX IMVI = -80.1*
`COc1c(O[C@@H]2OC(CO)[C@@H](O)[C@H](O)C2O)cc2oc3cc(O)c(CC=C(C)C)c(O)c3c(=O)c2c1CC=C(C)C` (some centres undefined) @ BT-549 = 102.9

Assay outcomes deposited in PubChem BioAssay by NCI.
